# Screening results from PubChem.
# CHRM5 PAM = human M5 muscarinic receptor positive allosteric modulators, primary screen, CHO-K1 cells, Fluo-8 calcium fluorescence; Muscarinic acetylcholine receptor M5 (Homo sapiens), P08912; CHO-K1 hM5, ACh EC20 PAM; 0% = ACh EC20, 100% = ACh EC100; activation, % at 3 µM; 360,000 tested, 0.3% active; AID 624038, 2012;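 active = activation above the run cutoff, the mean activation of all test compounds plus 3 SD, cut at about 18% in these data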
# Target sequence (P08912 whole entry, looked up): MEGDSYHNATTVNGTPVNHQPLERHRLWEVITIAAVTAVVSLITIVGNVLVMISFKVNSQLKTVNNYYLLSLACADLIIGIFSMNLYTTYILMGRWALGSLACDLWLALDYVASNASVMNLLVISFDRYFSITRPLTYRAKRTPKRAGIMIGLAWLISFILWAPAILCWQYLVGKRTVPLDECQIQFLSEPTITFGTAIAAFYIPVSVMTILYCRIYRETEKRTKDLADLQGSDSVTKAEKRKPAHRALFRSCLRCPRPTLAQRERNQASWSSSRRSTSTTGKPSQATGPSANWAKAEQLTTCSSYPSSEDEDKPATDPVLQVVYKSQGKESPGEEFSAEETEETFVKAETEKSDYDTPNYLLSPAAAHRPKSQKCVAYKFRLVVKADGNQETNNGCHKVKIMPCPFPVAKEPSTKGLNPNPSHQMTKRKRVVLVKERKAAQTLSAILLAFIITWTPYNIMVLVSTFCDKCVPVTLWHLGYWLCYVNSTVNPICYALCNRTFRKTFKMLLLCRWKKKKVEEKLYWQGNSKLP
#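 Measured by: Fluo-8 calcium fluorescence; material: human M5 receptor in CHO-K1 cells; schedule: Post-acetylcholine fluorescence recording 140 s; benchmarks: low control EC20 acetylcholine (0%), high control EC100 acetylcholine (100%); read-out: Max/basal fluorescence ratio as % of EC20–EC100 ACh window; compound: single dose, 3 µM nominal final test concentration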
# M5 antag = human M5 muscarinic receptor antagonists, primary screen, CHO cells, Fluo-8 calcium fluorescence | CHO-hM5 cells, ACh EC80 | Muscarinic acetylcholine receptor M5 (Homo sapiens), P08912 | 360,000 tested, 0.59% active | inhibition, % at 3 µM;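 active = inhibition above a per-plate cutoff, the mean of that plate's test compounds plus 3 SD, cut at about 27% in these data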;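 also: 0% = acetylcholine EC80 with DMSO and 100% = DMSO without agonist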
# M4 PAM = human M4 muscarinic receptor positive allosteric modulators, primary screen, CHO-K1 cells, Fluo-8 calcium fluorescence | Muscarinic acetylcholine receptor M4 (Homo sapiens), P08173 | CHO-K1 hM4/Gqi5, ACh EC20; 0% = ACh EC20, 100% = maximal ACh | activation, % at 3 µM | 360,000 tested, 0.4% active;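 active = activation above its plate's cutoff, the mean activation of sample wells plus 3 SD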; also: some results filed as inactive read as strong as hits
# Target sequence (P08173 whole entry, looked up): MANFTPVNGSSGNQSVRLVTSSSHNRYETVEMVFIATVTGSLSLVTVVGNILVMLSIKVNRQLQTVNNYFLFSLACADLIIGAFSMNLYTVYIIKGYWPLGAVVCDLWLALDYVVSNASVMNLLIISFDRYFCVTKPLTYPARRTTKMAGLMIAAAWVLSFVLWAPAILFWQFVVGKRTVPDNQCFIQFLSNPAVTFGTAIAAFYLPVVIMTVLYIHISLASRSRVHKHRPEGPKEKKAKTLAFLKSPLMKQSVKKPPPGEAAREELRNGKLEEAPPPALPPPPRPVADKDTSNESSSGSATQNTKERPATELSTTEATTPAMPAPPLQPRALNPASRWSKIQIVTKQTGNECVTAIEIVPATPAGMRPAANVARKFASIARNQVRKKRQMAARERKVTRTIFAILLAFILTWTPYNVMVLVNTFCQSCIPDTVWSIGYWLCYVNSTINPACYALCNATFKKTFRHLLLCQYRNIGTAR
# CHRM5 agonist = human M5 muscarinic receptor agonists, primary screen, CHO-K1 cells, Fluo-8 calcium fluorescence | CHO-K1 hM5 cells; 0% DMSO wells, 100% maximal acetylcholine response | Muscarinic acetylcholine receptor M5 (Homo sapiens), P08912 | activation, % at 3 µM | 360,000 tested, 0.19% active;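 active = activation above the run's mean over test compounds plus 3 SD, cut at about 23% in these data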;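 also: signal is peak over basal fluorescence ratio across the kinetic read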
# M4 ag = human M4 muscarinic receptor agonists, primary screen, CHO-K1 cells, Fluo-8 calcium fluorescence | CHO-K1 hM4/Gqi5; vehicle 0%, full acetylcholine response 100% | activation, % at 3 µM | 360,000 tested, 0.14% active | AID 624127, 2012;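 active = activation above the run mean over all test wells plus 3 SD, cut at about 32% in these data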;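 also: peak over basal fluorescence ratio per well then scaled between controls; 0% = DMSO wells and 100% = acetylcholine at EC100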
# CRFR2-BP antag = antagonists of CRF-BP/CRF-R2 complex, primary screen, cell-based, HEK293, calcium dye fluorescence, uHTS; CRF-induced calcium fluorescence; inhibition, % at 11.8 µM; 350,000 tested, 0.59% active;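 active = inhibition of the ligand-induced calcium signal above about 50% at the single tested concentration, limit read from the data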
# M4 antag = human M4 muscarinic receptor antagonists, primary screen, CHO cells, Fluo-8 calcium fluorescence. Muscarinic acetylcholine receptor M4 (Homo sapiens), P08173. CHO-hM4 cells, ACh EC80. inhibition, % at 3 µM. 360,000 tested, 0.73% active;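 active = inhibition above its plate's cutoff, the mean inhibition of sample wells plus 3 SD, cut at about 27% in these data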;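 also: 0% = acetylcholine EC80 with DMSO and 100% = DMSO without agonist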
# IDE inh = human IDE inhibitors in live cells, primary screen, fluorescence polarization, HEK cells, FAbetaB substrate; inhibition, % at 5.59 µM; 320,000 tested, 0.41% active; FAbetaB cleavage;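 active = percent inhibition above the average of all tested compounds plus 3 SD, set per screening campaign, cut at about 16% in these data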;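 also: IDE supplied by intact live HEK cells; FP after avidin binding of uncleaved biotin substrate so inhibition keeps polarization high; 0% = DMSO wells and 100% = 60 µM reference IDE inhibitor Ii1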
# CRFR2-BP ag = agonists of CRF-BP/CRF-R2 complex, primary screen, cell-based, HEK293, calcium dye fluorescence, uHTS | CRF-binding protein / CRF receptor 2 complex (human) | calcium dye fluorescence (FLIPR); percent of saturating CRF peptide response | activation, % at 13.2 µM | 350,000 tested, 0.46% active;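 active = activation of at least 50%, plus an integration ratio under a set limit after plate pattern correction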;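 also: plate controls were neutral control wells without compound for no effect and CRF at EC100 for full effect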
# Starred values were filed as active, the others as inactive; . = not tested or not shown; & = joins results of further samples; ! = not confirmed by another sample.
SMILES,CHRM5 PAM,M5 antag,M4 PAM,CHRM5 agonist,M4 ag,CRFR2-BP antag,M4 antag,IDE inh,CRFR2-BP ag
O=C(Nc1ccncc1)Nc1ccc(Cl)cc1Cl,-2,3,6,0,4,-10,-6,.,1.6
Cc1cccc(Nc2nc(NCc3ccco3)nc(N3CCOCC3)n2)c1,0,-3,21,-3,-3,-7,0,-3,-0.1
CC(C)c1ccc(/C=N/NC(=O)c2nnn(-c3nonc3N)c2CN(C)C2CCCCC2)cc1,-1,-3,15,-5,2,-1,-11,4,0.3
COc1ccc(-c2nn(-c3ccccc3)cc2CNC[C@H]2O[C@@H](n3cnc4c(N)ncnc43)[C@H](O)[C@@H]2O)cc1,3,-7,-1,-1,0,25,-7,-4,-0.1
COCc1nnc(NC(=O)CCCCCN2C(=O)c3ccccc3C2=O)s1,-4,1,0,2,-2,-34,5,5,1.7
Cc1ccccc1N=C1C(=O)Nc2ccccc21,2,-2,-4,2,1,30,-6,.,-1.3
CSc1sc(C(=O)N2CCCCC2)c(-c2cccs2)c1C#N,0,0,-1,0,0,10,-3,1,-1.3
O=C(NC1CCCCC1)c1cc2nc3c(c(C(F)(F)F)n2n1)CCCC3,-11,-12,12,-6,1,15,-2,-1,-1.1
O=C(C1c2ccccc2C(=O)N2CCc3ccccc3C12)N1CCN(Cc2ccccc2)CC1 (configuration not stated),10,-8,-4,-4,0,-9,10,3,0.4
CCOC(=O)C1CCN(C(=O)c2ccccc2NS(=O)(=O)c2ccc(F)cc2)CC1,-10,5,-4,-1,3,10,-2,1,-4.2
CCOc1cc(C(=O)O/N=C(\N)c2ccc([N+](=O)[O-])cc2)cc(OCC)c1OCC,0,-4,8,-2,-2,19,-6,-5,-2.3
Cn1nc(C(F)(F)F)c2cc(C(=O)NC3CC3)sc21,5,-9,25,1,2,10,-22,1,0.2
Cc1cccc(NC(=O)CS(=O)(=O)Cc2ccccc2)n1,9,-13,9,-2,2,7,-15,-5,-0.8
CCC(C)NC(=O)CCn1c(=O)c2cccn2c2ccc(F)cc21 (configuration not stated),6,2,-4,-1,3,1,1,.,-1.4
Cc1ccc(Nc2ccc(C(=O)NCCc3ccccc3)cn2)cc1,0,-6,-3,13,5,4,-3,8,0.4
CCCCOC(=O)c1ccc(NC(=S)N2CCN(c3ncc4c(=O)c(C(=O)O)cn(CC)c4n3)CC2)cc1,3,6,4,0,0,-5,7,3,0.8
COc1ccc(OC)c(CN2CCN(Cc3ccc(OC)c(OC)c3OC)CC2)c1,-8,5,0,-2,0,-12,-11,.,0.4
NC(=S)N/N=C/c1cccc(Br)c1,5,2,3,-1,1,-14,-3,-6,-0.6
COc1cccc(CN(C)C(=O)c2ccc(Cl)c(S(=O)(=O)N3CCCCCC3)c2)c1OC,-21,12,-5,-2,11,-1,2,.,0.7
CC(Oc1ccc2c(c1)oc(=O)c1ccccc12)C(=O)NCC1CCC(C(=O)O)CC1 (configuration not stated),-1,5,6,2,1,-2,-5,4,-0.2
CC(C)Cn1c(N)c(C(=O)COC(=O)c2ccccc2F)c(=O)n(C)c1=O,-11,-1,-11,7,9,-17,2,1,-0.5
CC1CN(C(=O)c2cc3c(=O)n4ccccc4nc3n2C)CC(C)O1 (configuration not stated),9,-16,0,1,1,-18,13,0,0.7
O=C(NNc1cc(Cl)cc(Cl)c1)c1c(F)cccc1Cl,-2,-2,-4,-6,2,10,-4,4,-1.3
C[n+]1c2cc(N)ccc2cc2ccc(N)cc21,-9&-8,19&18,-16&-17,44*,94*,-209,27*!,.,225*
C=CCn1c(=NC(=O)c2ccc(S(=O)(=O)N3CCc4ccccc4C3)cc2)sc2cc(S(N)(=O)=O)ccc21,6,2,11,1,1,-5,-3,-6,0.0

# (further entries)
SMILES,CHRM5 PAM,M5 antag,M4 PAM,CHRM5 agonist,M4 ag,CRFR2-BP antag,M4 antag,IDE inh,CRFR2-BP ag
COc1cccc(/C=C2\SC(=O)N(CCC(=O)NNC(=O)c3cccc(Cl)c3)C2=O)c1,1,-2,1,3,1,-38,1,6,-0.2
Cc1cccc(OCCOCCN2CCOCC2)c1C,-3,11,1,0,0,-2,-9,-3,0.6
Cc1ccc2nc3c(cc(C(=O)NCc4ccccc4)c(=N)n3CCCn3ccnc3)c(=O)n2c1,-4,10,-12,-16,0,-14,-11,.,6.1
COc1ccccc1C(=O)NCCC(=O)NCCOc1ccc(C)cc1,-2,-3,8,-2,1,9,-10,.,0.5
CCOCCCNC(C(=O)Nc1ccc(OC)c(Cl)c1)c1ccccc1 (configuration not stated),-4,5,-5,-5,1,0,-5,1,0.1
Cc1ccc(Cn2c([N+](=O)[O-])cnc2C)cc1,-7,1,1,-3,2,28,-1,0,-0.3
C#CCNC(=O)C[C@@H]1C[C@@]2(C(=O)OC)CC(C)(C)CC=C2N(Cc2cccc3ccccc23)C1=O,-1,10,10,2,7,.,-3,.,.
Cc1cc(C)c2nc(SCC#N)cc(C)c2c1,-6,16,0,-6,-3,2,4,-1,-2.3
Cc1ccc(NC(=O)C2CCN(C(=O)[C@@H]3Cc4ccccc4CN3)CC2)c(C)c1,-2,-6,-1,-8,2,-5,-13,-3,-0.6
CCC(C)c1ccc(NC(=O)CC(C)=O)cc1 (configuration not stated),-3,6,1,-2,-1,-10,2,3,0.3
O=S(=O)(NCCc1ccccc1F)c1cccc(S(=O)(=O)N2CCOCC2)c1,-12,3,-9,4,4,-2,7,10,0.7
Cc1nn(C(=O)c2c([N+](=O)[O-])cnn2C)c(C)c1Cl,3,-6,1,-1,0,-6,2,-4,1.4
CN(C)c1ccc(N2C(=NC(=O)COc3ccccc3)SC3CS(=O)(=O)CC32)cc1 (configuration not stated),-7,6,-14,-8,2,-4,13,-6,-2.9
CN(C(=O)c1ccc(NC(=O)Cc2ccc(NC(=O)C3CCCN(C(=O)C4CCC4)C3)cc2)cc1)C1CCCC1 (configuration not stated),-6,10,3,-1,0,3,-17,.,1.5
COc1ccc(Cc2nnc(NC(=O)c3ccc(Cl)c([N+](=O)[O-])c3)s2)cc1,-2,0,5,0,1,-24,7,3,0.2
O=S(=O)(CCN1CCOCC1)c1ccc(Oc2ccc(S(=O)(=O)CCN3CCOCC3)cc2)cc1,-8,12,3,0,3,5,-7,6,1.4
COCCSc1ccccc1C(=O)NCc1ccc(S(N)(=O)=O)cc1,0,7,6,2,1,-8,6,-2,1.1
Cc1ncc(CO)c2c1Oc1nc(-c3ccccc3)nc(SCC(=O)Nc3cccc(O)c3)c1C2,-2,16,-4,-4,3,-2,3,4,0.1
c1ccc(COc2ccc(OCCOCCn3cncn3)cc2)cc1,-2,-1,4,-5,3,-11,5,4,0.1
O=C1N=C(N2CCOCC2)SC1=C1CCCCC1,11,1,1,2,0,2,-10,2,-0.9
CC(C)Cn1nc(NS(=O)(=O)c2cccc3nonc23)c2cc3ccccc3nc21,3,-1,3,-3,0,-10,-1,5,-4.3
O=C(Nc1ccc([N+](=O)[O-])cc1Cl)c1cccc([N+](=O)[O-])c1,0,1,0,2,0,25,4,.,-1.4
Cc1ccc(N(Cc2ccc(C(=O)NC3CCCCC3)cc2)S(C)(=O)=O)cc1C,16,-7,24,3,1,-6,-3,-2,0.0
O=C(CSc1nnc(-c2cccs2)n1-c1ccccc1)N1CCCc2ccccc21,-2,-4,-3,-3,1,14,4,2,0.2
Cc1ccc(C(=O)OCC(=O)NCc2ccc3c(c2)OCO3)o1,6,-1,-1,2,0,5,-8,5,-3.1
O=C(CSc1nnc2ccccn12)Nc1ccccc1Cl,0,15,2,5,1,3,5,5,-0.4
COC(=O)c1ccc(NC(=O)C(=O)N2CCN(C(=S)NCCc3ccccc3)CC2)cc1,-1,8,-6,0,4,-36,4,-1,-0.1
COc1ccc(NC(=O)c2cc(C3CCCCN3C(=O)c3cccs3)on2)c(C)c1 (configuration not stated),-2,2,-5,0,3,.,-4,.,.
Cn1c(NC(=O)c2ccc(F)c(F)c2)cc(=O)n(C)c1=O,-1,0,7,0,1,-1,-19,2,-0.6
O=C(c1cccs1)N1CCCC(c2nc3c(nnn3Cc3ccc(F)cc3)c(=O)[nH]2)C1 (configuration not stated),-2,10,3,-5,0,19,3,2,-0.1

# Taken from the results shown, twelve compounds:
SMILES,CHRM5 PAM,M5 antag,M4 PAM,CHRM5 agonist,M4 ag,CRFR2-BP antag,M4 antag,IDE inh,CRFR2-BP ag
COc1cccc(/C=C2\SC(=O)N(CCC(=O)NNC(=O)c3cccc(Cl)c3)C2=O)c1,1,-2,1,3,1,-38,1,6,-0.2
Cc1cccc(OCCOCCN2CCOCC2)c1C,-3,11,1,0,0,-2,-9,-3,0.6
Cc1ccc2nc3c(cc(C(=O)NCc4ccccc4)c(=N)n3CCCn3ccnc3)c(=O)n2c1,-4,10,-12,-16,0,-14,-11,.,6.1
COc1ccccc1C(=O)NCCC(=O)NCCOc1ccc(C)cc1,-2,-3,8,-2,1,9,-10,.,0.5
CCOCCCNC(C(=O)Nc1ccc(OC)c(Cl)c1)c1ccccc1 (configuration not stated),-4,5,-5,-5,1,0,-5,1,0.1
Cc1ccc(Cn2c([N+](=O)[O-])cnc2C)cc1,-7,1,1,-3,2,28,-1,0,-0.3
C#CCNC(=O)C[C@@H]1C[C@@]2(C(=O)OC)CC(C)(C)CC=C2N(Cc2cccc3ccccc23)C1=O,-1,10,10,2,7,.,-3,.,.
Cc1cc(C)c2nc(SCC#N)cc(C)c2c1,-6,16,0,-6,-3,2,4,-1,-2.3
Cc1ccc(NC(=O)C2CCN(C(=O)[C@@H]3Cc4ccccc4CN3)CC2)c(C)c1,-2,-6,-1,-8,2,-5,-13,-3,-0.6
CCC(C)c1ccc(NC(=O)CC(C)=O)cc1 (configuration not stated),-3,6,1,-2,-1,-10,2,3,0.3
O=S(=O)(NCCc1ccccc1F)c1cccc(S(=O)(=O)N2CCOCC2)c1,-12,3,-9,4,4,-2,7,10,0.7
Cc1nn(C(=O)c2c([N+](=O)[O-])cnn2C)c(C)c1Cl,3,-6,1,-1,0,-6,2,-4,1.4
